PfHsp90 yeast 2 = growth inhibition of PfHsp90-expressing yeast, primary screen, antimalarial PfHsp90 inhibitor project, S. cerevisiae, BacTiter-Glo luminescence, single point, set 2. BacTiter-Glo ATP, 48 h; yeast lacking PDR1 and PDR3 efflux regulators. inhibition, % at 9.4 µM. actives 0.32% (n = 310,000). AID 504621, 2011;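 active = every replicate shows inhibition above about 80%, whatever the replicate mean, limit read from the data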;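 note: 0% = DMSO neutral controls and 100% = 20 µM radicicol positive controls; yeast relying on Plasmodium falciparum Hsp90 in place of its own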
dFosB activator = activators of delta FosB homodimer, primary screen, biochemical, fluorescence polarization, TAMRA-CDK5 oligo, single point; actives 0.99% (n = 340,000); purified delta FosB; percent of positive-control signal above neutral wells; activation, % at 25 µM; Protein FosB (Mus musculus), P13346; AID 493131, 2011;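 active = mean activation above about 17%, with every replicate also reaching it, limit read from the data, passing the limit was not always enough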;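 note: fluorescence polarization rise as delta FosB binds a TAMRA Cdk5 AP-1 oligo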
Target sequence (P13346 whole entry, looked up): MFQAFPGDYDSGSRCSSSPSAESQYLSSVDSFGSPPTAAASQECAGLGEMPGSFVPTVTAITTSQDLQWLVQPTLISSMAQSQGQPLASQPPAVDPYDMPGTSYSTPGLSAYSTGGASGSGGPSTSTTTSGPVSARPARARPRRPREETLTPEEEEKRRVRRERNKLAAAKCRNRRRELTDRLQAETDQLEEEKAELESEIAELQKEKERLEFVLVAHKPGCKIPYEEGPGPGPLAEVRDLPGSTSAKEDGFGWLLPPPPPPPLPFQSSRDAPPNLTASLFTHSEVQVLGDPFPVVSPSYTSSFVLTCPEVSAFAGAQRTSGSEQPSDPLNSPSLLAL
NSD2 HMT inh = NSD2 histone methyltransferase inhibitors, primary screen, biochemical, AlphaScreen, single concentration, set 2; Histone-lysine N-methyltransferase NSD2 (Homo sapiens), O96028; NSD2 peptide methylation, 120 min; inhibition, % at 12.5 µM; actives 0.54% (n = 310,000); in the data active = inhibition above about 50%
CAL PDZ FP-1 = untagged CAL PDZ binding inhibitors, primary screen, biochemical, fluorescence polarization, HTS. Golgi-associated PDZ and coiled-coil motif-containing protein (Homo sapiens), Q9HD26. purified CAL PDZ, TMR-peptide fluorescence polarization, 1 h. inhibition, % at 24.9 µM. actives 0.92% (n = 300,000). AID 602252, 2012;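 active = mean inhibition of at least 30% with at least half of replicates also reaching 30%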;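 note: 0% = DMSO neutral control and 100% = excess unlabeled competitor peptide PRC23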
Rtt109 HAT inh = inhibitors of C. albicans Rtt109/Vps75 HAT, primary screen, biochemical, ThioGlo CoA-SH fluorescence, plate reader; Histone acetyltransferase RTT109 (Candida albicans (strain SC5314 / ATCC MYA-2876)), …; purified Rtt109/Vps75, 4 h; inhibition, % at 34.9 µM; actives 0.16% (n = 330,000); AID 540336, 2011;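 active = inhibition of at least 50% in every replicate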
Target sequence (Q5AAJ8 whole entry, looked up): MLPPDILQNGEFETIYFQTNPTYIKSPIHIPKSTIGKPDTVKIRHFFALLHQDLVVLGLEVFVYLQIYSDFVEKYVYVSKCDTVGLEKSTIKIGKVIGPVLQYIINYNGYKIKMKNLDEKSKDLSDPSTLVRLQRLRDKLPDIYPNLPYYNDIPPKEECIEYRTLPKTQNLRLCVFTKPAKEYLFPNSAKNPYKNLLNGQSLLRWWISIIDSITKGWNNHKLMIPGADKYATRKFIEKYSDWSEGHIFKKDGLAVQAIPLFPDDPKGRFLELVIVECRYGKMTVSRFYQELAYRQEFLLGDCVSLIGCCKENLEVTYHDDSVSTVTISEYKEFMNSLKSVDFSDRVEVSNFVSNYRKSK
SR-BI DiI inh = inhibitors of SR-BI mediated HDL lipid uptake, primary screen, ldlA[mSR-BI] cells, fluorescence, single point | AID 488896, 2010 | inhibition, % at 12.5 µM | ldlA[mSR-BI] CHO cells, DiI-HDL uptake fluorescence, 3 h | actives 0.96% (n = 320,000);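 active = mean replicate inhibition of at least 70% and a set share of replicates each scoring 70 or more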;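 note: 0% = median of neutral control wells and 100% = median of positive control wells; values of inactives mirror those of a sister screen read the other way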
PvdQ acylase = P. aeruginosa PvdQ acylase inhibitors, primary screen, biochemical, fluorescence, plate reader and imaging, single point | inhibition, % at 10 µM | purified PvdQ acylase | actives 0.063% (n = 340,000) | AID 488965, 2010 | PvdQ acylase [Pseudomonas aeruginosa LESB58]; in the data active = inhibition above about 30%, passing the limit was not always enough;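 note: 0% = vehicle neutral wells and 100% = reference inhibitor wells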
CAL PDZ FP-2 = CAL PDZ peptide-binding inhibitors, primary screen, biochemical, fluorescence polarization, Cer-tagged CAL PDZ, HTS | Golgi-associated PDZ and coiled-coil motif-containing protein (Homo sapiens), Q9HD26 | purified CAL PDZ, TMR-peptide fluorescence polarization, 1 h | inhibition, % at 20 µM | actives 0.02% (n = 330,000) | AID 504414, 2011;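 active = highest replicate inhibition of at least 40%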;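 note: plate controls were DMSO neutral control wells for no effect and unlabeled competitor peptide control wells for full effect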
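Assay system – tagged CAL PDZ protein CerCALP, purified · Timing – 1 h at RT · Compound – single point, 20 µM · Measured by – fluorescence polarization from S- and P-plane intensities, G-factor corrected · Evaluation – inhibition from polarization loss · Probe or stimulus – TMR reporter peptide T*-PRC34 · Buffer or medium – pH 7.4 phosphate-saline buffer, reducing agent, detergent, IgG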
MITF act = activators of MITF-driven TRPM1 promoter reporter, primary screen, cell-based, SK-MEL-5, luciferase, single point | SK-MEL-5 TRPM1-promoter luciferase, 24 h; % of positive control, neutral wells = 0 | activation, % at 12.5 µM | actives 0.75% (n = 300,000) | AID 588334, 2011;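 active = mean activation of at least 80% with every replicate also reaching 80%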;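 note: 0% = neutral control wells and 100% = parthenolide positive control wells; values of inactives mirror those of a sister screen read the other way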
SR-BI DiI-HDL act = activators of SR-BI mediated DiI-HDL uptake, primary screen, ldlA[mSR-BI] CHO cells, DiI fluorescence | 3 h; 100 = double the neutral-control signal | activation, % at 12.5 µM | actives 0.096% (n = 320,000);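 active = mean replicate activation of at least 60% and every replicate at or above 60%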;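 note: 0% = median plate neutral-control signal and 100% = twice that signal; values of inactives mirror those of a sister screen read the other way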
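Test system: SR-BI-overexpressing, LDLR-lacking CHO cells; Medium: Ham's F12 with 0.5% BSA, HEPES 25 mM, pH 7.4; Schedule: 3 h, 37 °C; Technique: bottom-read fluorescence, 550/595 nm.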
Starred values were filed as active, the others as inactive; / = no result given.

Each structure is followed by: PfHsp90 yeast 2	dFosB activator	NSD2 HMT inh	CAL PDZ FP-1	Rtt109 HAT inh	SR-BI DiI inh	PvdQ acylase	CAL PDZ FP-2	MITF act	SR-BI DiI-HDL act
- CCOC(=O)c1c(NC(=O)CSc2ncccn2)sc2c1CC(C)(C)NC2(C)C
  13	-7	3	-4	4	-17	8	-0.8	-16	17
- CCCC(=O)N(Cc1cc(=O)[nH]c2ccccc12)c1ccccc1
  -4	-7	2	-5	/	-51	1	-2.6	-18	51
- Cc1cccc(NC(=O)c2ccc3c(c2)C(=O)N(c2ccccn2)C3=O)c1C
  -10	6	-1	1	19	-14	11	-1.7	-6	14
- CCC1N=C(SC)NC(C)=C1C(=O)c1ccccc1 (configuration not stated)
  48	-4	4	-5	-4	-9	-17	17	2	9
- Cc1ccc(S(=O)(=O)CCC(=O)Nc2cccc(Cl)c2)cc1
  -4	-4	-4	-3	3	6	-9	-0.9	7	-6
- COc1ccc(C(=O)NCCc2ccc(C)cc2)cc1OC1CCN(C(C)=O)CC1
  13	-8	-2	-2	0	17	-8	3.3	-5	-17
- CC(C)C(NC(=O)C(C)N1C(=O)c2ccccc2C1=O)c1ccccc1 (configuration not stated)
  11	-3	-1	4	-11	-6	4	/	3	6
- CN(C)C(=O)CCc1ccc2c3c([nH]c2c1)[C@]1(CCC2CCCC2)[C@@H](C(=O)N2CCOCC2)C[C@H](CC(=O)NCCc2ccccn2)C(=O)N1CC3
  -11	-11	/	-5	0	-4	-2	0.5	-9	4
- O=C(Cn1cc(C(F)(F)F)ccc1=O)N/N=C/c1ccccc1
  -24	0	-3	-7	5	-30	-2	0.2	-9	30
- CCCCn1nc(C(=O)Nc2ccc3c(c2)OCCO3)c2ccccc2c1=O
  -27	-9	1	-8	3	28	-6	-1.8	11	-28
- COc1cc(CNc2cccc(F)c2)cc(Br)c1O
  -16	-11	/	0	-5	13	4	-1.3	0	-13
- CC(=O)Nc1ccc(S(=O)(=O)NCCC(=O)NCc2ccncc2)cc1
  -15	-6	-2	0	-16	-9	-8	-2.4	-5	9
- Cc1cc(C(=O)NCCc2ccc(S(N)(=O)=O)cc2)no1
  2	-5	-1	-3	-3	-9	-16	-2.0	-7	9
- COC(=O)c1ccc(C)cc1C1CN=NC12Cc1cc(C)ccc1C2=O (configuration not stated)
  6	-6	8	-6	1	-18	2	-1.1	18	18
- CCN(CC)CCN(C(=O)c1cc2c(ccc3ccccc32)oc1=O)c1nc2cc3c(cc2s1)OCCO3
  -10	71*	17	/	-1	-10	0	-0.3	-73	10
- COc1ccc(Oc2ncccc2NC(=O)c2cccc(C)c2C)cc1
  -13	-15	-2	-7	3	10	-11	-0.4	-3	-10
- Cc1cc([N+](=O)[O-])nn1CC(=O)Nc1ccc(Cl)cn1
  -8	-5	0	-1	-2	/	-2	-3.4	5	/
- Cc1ccc(-n2c(N)cc(=O)nc2SCC(=O)N2CCN(c3ccccc3)CC2)cc1C
  -9	-9	2	-6	4	-8	-1	1.0	-7	8
- O=C(NC1CCN(S(=O)(=O)c2cccc(F)c2)CC1)c1cccc(F)c1
  16	3	-1	-3	-2	17	-24	0.2	/	-17
- Cc1cc(Nc2cccc(Br)c2)c2ccccc2n1
  -16	-9	16	-6	-5	/	-8	0.3	/	/
- N#CC1=C(N)Oc2cc(O)ccc2C1c1ccccc1 (configuration not stated)
  18	-6	0	-3	0	-35	-3	-0.7	-17	35
- O=C1NCCCc2nc(Oc3ccccc3)sc21
  10	3	-1	-1	7	-16	8	-1.2	24	16
- COc1ccc(N(S(=O)(=O)c2ccccc2)S(=O)(=O)c2ccccc2)c(N)c1
  2	-5	/	-4	1	-3	-9	-0.2	-27	3
- O=S(=O)(CC(CN1CCCCC1)N1CCCCC1)c1ccc2ccccc2c1 (configuration not stated)
  -6	-6	-1	-2	-3	5	-17	-0.3	-74	-5
- CC(=O)Nc1ccc(NC(=O)COC(=O)c2ccc(S(=O)(=O)N(C)c3ccccc3)cc2)cc1
  -41	38*	-8	/	0	29	-11	-0.3	-4	-29
- COC(=O)[C@H](Cc1ccccc1)NC(=O)NCc1ccccc1
  1	-13	12	0	0	5	-7	-4.9	/	-5
- Cc1ccc(-n2ncc3c(NCc4cccnc4)ncnc32)cc1C
  -3	-15	4	-5	14	-1	5	-2.7	69	1
- O=C(CSc1nnc2ccccn12)c1ccccc1
  -15	0	/	/	7	2	-10	-0.4	/	-3
- COc1ccc(N2CC(C(=O)Nc3nnc(SCC(=O)c4ccccc4)s3)CC2=O)cc1 (configuration not stated)
  -2	0	3	-4	12	-20	4	-0.3	2	20
- COc1cccc(CN(C)C(=O)CN2C(=O)NC3(CCCc4ccccc43)C2=O)c1 (configuration not stated)
  /	-6	-2	-5	1	17	-3	0.4	2	-17
- CS/C(N)=N/N=C/c1ccc([N+](=O)[O-])cc1
  /	4	4	-2	4	-25	5	0.1	/	25
- Cc1nnc2sc(SCC(=O)N3CCC(C)CC3)nn2c1=O
  7	4	0	-3	-23	-30	5	-2.3	0	30
- CCOC(=O)C1(Cc2cccc(Cl)c2)CCCN(C(=O)CCSC)C1 (configuration not stated)
  8	-7	1	/	0	-28	-7	0.5	/	28
- CCOc1ccc(-c2cccc(NS(=O)(=O)c3ccc([N+](=O)[O-])cc3)c2)nn1
  41	-13	4	-5	1	-1	-11	-1.5	-6	1
- COc1ccc(/C=N/NC(=O)c2ccc(OC)c(OC)c2)cc1COc1c(F)c(F)c(F)c(F)c1F
  -26	-15	-3	0	-1	43	-7	-2.0	3	-43
- COc1ccc(C2N(c3ccc(OC)cc3)C(=O)C3CCCN32)cc1 (configuration not stated)
  -40	-5	/	/	-1	1	-15	0.3	-4	-1
- Cn1c(CCNC(=O)c2ccc(Cl)cc2)n[nH]c1=S
  8	3	5	-1	-2	2	-13	-1.7	1	-2
- CCc1ccc(C(=O)N/N=C(\C)c2cccnc2)s1
  -10	-19	-4	/	-7	-7	-5	-1.0	109*	7
- CC(C)C1=NN(C(=O)c2ccccc2)C(O)(C(C)(C)C)C1 (configuration not stated)
  -15	-4	-4	-1	-1	-8	-4	-2.4	9	8
- O=C(CCNC(=O)c1ccc(Br)o1)NCc1ccc(Cl)cc1
  /	3	0	-2	-2	-17	-7	-2.5	-7	17

2 successive entries already listed, quoted:
Each structure is followed by: PfHsp90 yeast 2	dFosB activator	NSD2 HMT inh	CAL PDZ FP-1	Rtt109 HAT inh	SR-BI DiI inh	PvdQ acylase	CAL PDZ FP-2	MITF act	SR-BI DiI-HDL act
- O=C1NCCCc2nc(Oc3ccccc3)sc21
  10	3	-1	-1	7	-16	8	-1.2	24	16
- COc1ccc(N(S(=O)(=O)c2ccccc2)S(=O)(=O)c2ccccc2)c(N)c1
  2	-5	/	-4	1	-3	-9	-0.2	-27	3

Next part:
Each structure is followed by: PfHsp90 yeast 2	dFosB activator	NSD2 HMT inh	CAL PDZ FP-1	Rtt109 HAT inh	SR-BI DiI inh	PvdQ acylase	CAL PDZ FP-2	MITF act	SR-BI DiI-HDL act
- COC(=O)[C@@H]1C[C@@]2(O)[C@H](O)[C@H](O)[C@H](O)C[C@H]2N1Cc1cc(F)ccc1F
  2	3	/	8	1	9	3	0.6	13	-9
- CCN(C(=O)c1ccc2c(Cl)c3c(nc2c1)CCC3)c1ccc(C)c(C)c1
  -13	-16	/	3	-5	86*	-8	-0.9	-2	-86
- c1ccc(-c2noc(CSc3nc4ccccc4o3)n2)cc1
  18	-10	13	-6	-4	-3	-13	-1.4	/	3
- CSc1nc2ccc3nc(NC(=O)c4ccccc4)sc3c2s1
  -13	-8	/	1	2	1	14	-1.7	42	-1
- COc1cccc(CC(=O)OCC(=O)Nc2c(C)nn(-c3ccccc3)c2C)c1
  /	-5	-1	-1	-9	-22	-11	-1.8	-4	22
- Cc1cccnc1NC1(C(F)(F)F)N=C2SCCN2C1=O (configuration not stated)
  -4	-8	2	1	/	-8	10	-0.7	-2	8
- Cc1ccc(NCc2ccco2)cc1C
  16	-1	8	/	-3	-8	-11	0.8	35	8
- COc1ccc(S(=O)(=O)NNC(=O)C(=O)NNc2ccccn2)cc1
  -31	-12	-5	13	4	/	1	-2.3	-1	/
- COc1ccc(/C=N/Nc2cc(C)nc3ccc(OC)cc23)c(OC)c1
  6	-114	-5	18	7	14	4	45*	/	-14
- O=C(O)c1ccc(-n2nnc3ccccc32)c([N+](=O)[O-])c1
  -12	-10	-9	3	9	-14	-6	-0.3	3	14
- CCN(CC)CCCNC(=O)c1oc2ccc(S(=O)(=O)N3CC(C)CC(C)C3)cc2c1C (configuration not stated)
  1	1	23	-4	-3	-2	-12	-3.7	-13	2
- O=C(Nc1cccnc1)c1noc2c1CCCCC2
  -21	-10	-1	-2	0	-22	-3	-1.0	24	22
- COc1ccc(S(=O)(=O)N2CC(C)OC(C)C2)cc1C(=O)N1CCCCC1 (configuration not stated)
  18	-4	2	-2	3	-20	-15	-2.5	-1	20
- COc1ccc(NCc2nnc(SCC#N)n2-c2ccccc2OC)cc1
  /	1	12	-1	4	-31	-3	0.0	/	31
- O=C(Cc1ccccc1)Nc1ccc(NC(=O)c2ccco2)nc1
  11	4	-1	7	23	35	3	-2.1	/	-35
- CN(C)c1nc(Cl)cc(N2CCOCC2)n1
  /	7	4	/	-7	-11	0	0.0	7	11
- CN(C)S(=O)(=O)Oc1ccc(C(=O)Nc2cccc(Cl)c2)cc1
  -22	-2	-3	-8	-11	15	-12	-0.5	68	-15
- C/C(=N\Nc1ccccn1)c1cccs1
  /	-7	4	0	6	-27	0	-0.6	78	27
- CCCc1cc(Nc2cccc(OCC)c2)n2ncnc2n1
  /	-6	0	1	-3	17	-4	/	7	-17
- Cc1oc(C)c2c(=O)ccc3c(c12)OC(N)=C(C#N)C3c1ccc(F)cc1 (configuration not stated)
  19	-6	3	-3	-6	3	-2	-0.6	0	-3
- CCCCN1C(=O)C(=O)NC[C@@H]1C(C)O (some centres not stated)
  -8	7	/	-6	-3	-17	-1	-0.9	-1	17
- Cc1ccccc1N(C(=O)c1csnn1)C(C(=O)NC(C)(C)C)c1cccs1 (configuration not stated)
  12	-7	3	-2	4	19	2	0.4	-1	-19

Screening data (PubChem)
